Compound activity deposited in PubChem BioAssay by several laboratories.
Cardio protect – cardioprotection against H2O2-induced cell death, primary screen, uHTS, H9c2 cells, ATPLite luminescence. AID 588492, 2011. 0.63% of 360,000 active. protection from H2O2 cell death, % at 20 µM. H9c2 cardiomyocytes, H2O2 injury protection, 2 h;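 active = compounds giving at least 50% protection of heart cells from peroxide-induced death in the single-dose screen, raw or plate-pattern-corrected value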;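 note: 0% = DMSO wells with peroxide and 100% = DMSO wells without peroxide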
Exocytosis inh – LAMP-1 surface exposure blockers, TALL-104 cells – cell-based, flow cytometry, MLPCN library, primary screen; TALL-104 LAMP-1 surface exposure; cells stimulated with thapsigargin and PMA; inhibition, % at 10 µM; 0.66% of 360,000 active;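 active = inhibition above about 55%, limit read from the data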
HTR2A ag – mouse Htr2a agonists via beta-arrestin recruitment, primary screen, cell-based, luminescence | CHO-K1 mHTR2A beta-arrestin complementation; percent of 30 µM serotonin response | activation, % at 7.6 µM | 0.66% of 360,000 active | AID 624169, 2012;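 active = activation above a run cutoff, the mean activation of all tested compounds plus 3 SD, cut at about 14% in these data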;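 note: 0% = plate median of compound wells and 100% = 30 µM serotonin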
aDG glyco up – activators of alpha-DG glycosylation, primary screen, uHTS, Pro5-aDG cells, AlphaScreen; alpha-DG glycosylation AlphaScreen (IIH6); 0% Pro5, 100% B10-LARGE cell signal; activation, % at 10 µM; 0.22% of 360,000 active; AID 624168, 2012;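 active = activation of at least 8% versus controls, or a plate z-score of at least 8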;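 note: Pro5 are CHO cells carrying HIG-tagged alpha-DG that lacks glycosylation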
ABHD5-PLIN5 inh – ABHD5-PLIN5 interaction inhibitors, primary screen, cell lysate, split luciferase complementation, luminescence; Perilipin-5 (Homo sapiens) + 1-acylglycerol-3-phosphate O-acyltransferase ABHD5 (Homo …; Split G. princeps luciferase complementation, 4 h; inhibition, % at 4 µM; 0.78% of 360,000 active;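 active = inhibition above the mean inhibition across every tested compound plus 3 SD, cut at about 22% in these data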;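 note: 0% = DMSO only wells and the 100% control is not disclosed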
MC4R antagonist – MC4R antagonists of cAMP signaling, primary screen, cell-based, TR-FRET, antagonist arm of biased-ligand search; inhibition, % at 6.5 µM; 0.48% of 360,000 active; MC4R-expressing cells, MTII-stimulated cAMP, LANCE TR-FRET; Melanocortin receptor 4 (Homo sapiens), P32245;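 active = inhibition above its plate's cutoff, the mean of tested wells on that plate plus 3 SD, cut at about 29% in these data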;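 note: 0% = Melanotan II alone and 100% = Melanotan II plus saturating MCL0020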
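material = U2OS cells stably expressing human melanocortin 4 receptor (MC4R) | also added = Melanotan II challenge | dosing = single nominal compound dose of 6.5 µM | detection = TR-FRET with Eu-cAMP and labeled anti-cAMP, 671 nm | replication = singlicate | timing = compound 30 min, challenge 1 h, detection 1 h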
ABCB6 inh MLPCN – ABCB6 transporter inhibitors, primary screen, K562-ABCB6 cells, flow cytometry, MLPCN library | K562-ABCB6 porphyrin accumulation, 1 h; stronger effect = lower value | fluorescence ratio to DMSO, % at 10 µM | 0.19% of 360,000 active;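 active = fluorescence ratio to DMSO below 75%, the collection mean minus 3 SD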;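 note: signal is porphyrin accumulated inside mitochondria; 100% equals median channel fluorescence of DMSO control wells; lower ratio means ABCB6 inhibition with less porphyrin fluorescence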
Target sequence (Q9NP58 whole entry, looked up): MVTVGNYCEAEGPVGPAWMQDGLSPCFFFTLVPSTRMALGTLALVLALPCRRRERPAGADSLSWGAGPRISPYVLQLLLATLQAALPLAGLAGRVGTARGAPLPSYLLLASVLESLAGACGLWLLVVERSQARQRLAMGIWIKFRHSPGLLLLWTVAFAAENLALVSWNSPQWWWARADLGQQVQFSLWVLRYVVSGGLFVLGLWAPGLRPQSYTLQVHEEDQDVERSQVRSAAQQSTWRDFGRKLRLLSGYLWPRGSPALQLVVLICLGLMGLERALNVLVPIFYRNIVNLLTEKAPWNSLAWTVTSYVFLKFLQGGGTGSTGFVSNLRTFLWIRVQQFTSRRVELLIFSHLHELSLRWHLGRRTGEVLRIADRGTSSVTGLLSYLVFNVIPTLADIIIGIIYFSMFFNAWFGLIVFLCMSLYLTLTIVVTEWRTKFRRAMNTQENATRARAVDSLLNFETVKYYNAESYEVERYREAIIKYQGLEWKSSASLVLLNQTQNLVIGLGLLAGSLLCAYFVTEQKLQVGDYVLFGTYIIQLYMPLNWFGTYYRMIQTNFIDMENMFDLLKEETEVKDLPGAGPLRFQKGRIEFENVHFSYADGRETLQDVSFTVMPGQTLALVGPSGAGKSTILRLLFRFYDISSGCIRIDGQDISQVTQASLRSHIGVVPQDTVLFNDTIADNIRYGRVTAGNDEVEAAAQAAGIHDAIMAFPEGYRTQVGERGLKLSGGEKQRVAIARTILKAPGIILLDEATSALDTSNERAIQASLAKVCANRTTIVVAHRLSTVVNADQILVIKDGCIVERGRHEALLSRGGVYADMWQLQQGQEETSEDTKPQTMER
Glyco luc inh – increase of ERlucT glycosylation luciferase signal, primary screen, N-linked glycosylation inhibitor project, D54 ERlucT cells, luminescence, set 2; AID 588692, 2011; reporter increase, % at 12.5 µM; D54 ERlucT glycosylation luciferase reporter, 24 h; percent of 100 nM tunicamycin response; 0.23% of 360,000 active;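 active = mean luciferase reporter signal, scaled so untreated is 0 and the glycosylation-blocking control 100, at or above a set limit in every replicate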;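 note: luciferase carries N-glycosylation sites so blocking glycosylation raises the light; 0% = median of neutral control wells and 100% = median of 100 nM tunicamycin wells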
hiPSC survival – enhancers of single-cell hiPSC survival, primary screen, ATPlite luminescence; 100% = ROCK inhibitor wells, 0% = DMSO; survival enhancement, % at 20 µM; 0.044% of 360,000 active; AID 602274, 2012; in the data active = survival enhancement above about 18%;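 note: cells exposed to compounds for 16 hours before the ATP read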
MC4R barr agon – MC4R agonists recruiting beta-arrestin, primary screen, cell-based, luminescence, agonist arm of biased-ligand search. AID 540308, 2011. 0.98% of 360,000 active. activation, % at 8.9 µM. U2OS MC4R beta-arrestin complementation; percent of melanotan II response, DMSO zero. Melanocortin receptor 4 (Homo sapiens), P32245;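 active = activation above a per-plate cutoff, the mean activation of sample wells on that plate plus 3 SD, cut at about 8% in these data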
* hit, by the source's call; · = no result given.

A first look (2 entries):
#1 O=C(COC(=O)c1ccc(F)cc1F)Nc1ccc2c(c1)OCO2
#2 COc1ccc(C(=O)Cn2c(NCCO)nc3ccccc32)cc1

compound no.	1	2
Cardio protect	1	-7
Exocytosis inh	1	0
HTR2A ag	-1	-2
aDG glyco up	-0.2	-0.1
ABHD5-PLIN5 inh	3	1
MC4R antagonist	-1	3
ABCB6 inh MLPCN	84	92
Glyco luc inh	-3	0
hiPSC survival	5.2	-1.9
MC4R barr agon	0.6	-0.9

Main list, from the first entry:
#1 O=C(COC(=O)c1ccc(F)cc1F)Nc1ccc2c(c1)OCO2
#2 COc1ccc(C(=O)Cn2c(NCCO)nc3ccccc32)cc1
#3 CC(CO)NS(=O)(=O)c1ccc(Br)cc1F (stereo not drawn)
#4 Cc1ccc(S(=O)(=O)NCc2ccccc2)cc1C(=O)N(C)Cc1ccccc1F
#5 Cc1ccc(C(=O)COc2ccc3c(C)cc(=O)oc3c2)cc1
#6 O=C(Cn1cncn1)N/N=C/c1ccccc1O

compound no.	1	2	3	4	5	6
Cardio protect	1	-7	21	-4	8	30
Exocytosis inh	1	0	-1	0	-5	-4
HTR2A ag	-1	-2	0	0	1	-1
aDG glyco up	-0.2	-0.1	0.1	-0.1	0.0	0.1
ABHD5-PLIN5 inh	3	1	2	3	5	-3
MC4R antagonist	-1	3	1	6	7	8
ABCB6 inh MLPCN	84	92	101	94	89	92
Glyco luc inh	-3	0	2	-1	0	0
hiPSC survival	5.2	-1.9	1.1	-0.4	-0.6	0.2
MC4R barr agon	0.6	-0.9	-1.9	-2.2	0.6	-0.4

From no. 1 to 2, as listed above:
#1 O=C(COC(=O)c1ccc(F)cc1F)Nc1ccc2c(c1)OCO2
#2 COc1ccc(C(=O)Cn2c(NCCO)nc3ccccc32)cc1

compound no.	1	2
Cardio protect	1	-7
Exocytosis inh	1	0
HTR2A ag	-1	-2
aDG glyco up	-0.2	-0.1
ABHD5-PLIN5 inh	3	1
MC4R antagonist	-1	3
ABCB6 inh MLPCN	84	92
Glyco luc inh	-3	0
hiPSC survival	5.2	-1.9
MC4R barr agon	0.6	-0.9

(continued)
#7 O=C(NCC(O)c1ccccc1)c1cccc(S(=O)(=O)N2CCOCC2)c1 (stereo not drawn)
#8 O=C(CCS(=O)(=O)Cc1ccccc1)N1CCN(c2ccc([N+](=O)[O-])cc2)CC1
#9 O=C(CCN1C(=O)COc2ccccc21)NCc1ccco1
#10 COc1cccc(/C(O)=C2/C(=O)C(=O)N(CCN(C)C)C2c2ccccn2)c1 (stereo not drawn)
#11 O=C(O)C1CCCN1S(=O)(=O)c1ccc2c(c1)CCC2 (stereo not drawn)
#12 O=C(COc1ccccc1)NNC(=O)COc1ccc([N+](=O)[O-])cc1

compound no.	7	8	9	10	11	12
Cardio protect	24	-8	1	6	-7	3
Exocytosis inh	0	2	-2	-4	3	-1
HTR2A ag	0	1	1	2	-5	6
aDG glyco up	-0.3	-0.4	2.0	0.0	0.0	-0.4
ABHD5-PLIN5 inh	3	1	3	3	-6	-5
MC4R antagonist	4	15	9	3	-32	10
ABCB6 inh MLPCN	100	90	99	87	101	99
Glyco luc inh	0	1	1	0	3	1
hiPSC survival	-2.1	-0.1	-0.4	-0.6	6.9	-2.4
MC4R barr agon	-1.3	-1.3	0.0	2.1	-3.0	1.5

#13 CCOc1cc2c(c3c1C(c1ccccc1)N(S(=O)(=O)c1ccc(C)cc1)C3)C(=O)C=CC2=O (stereo not drawn)
#14 COc1ccc(/C=N/NC(=O)CSCc2ccc([N+](=O)[O-])cc2)cc1OC
#15 CCN1CCN(CC(O)COCc2cc(OC)c(OC)c(OC)c2)CC1 (stereo not drawn)
#16 O=C(NCCc1ccco1)C(=O)NCCC1CCCCN1S(=O)(=O)c1ccccc1 (stereo not drawn)
#17 NNC(=O)c1cccc(COCC(F)(F)C(F)F)c1
#18 CC(OC(=O)Cc1n[nH]c(=O)c2ccccc12)C(=O)Nc1cc(Cl)cc(Cl)c1 (stereo not drawn)

compound no.	13	14	15	16	17	18
Cardio protect	-15	4	0	12	-1	56*
Exocytosis inh	74*	2	1	-1	-8	-2
HTR2A ag	-1	-2	-1	0	-5	-3
aDG glyco up	-0.3	-0.3	-0.2	-0.1	-0.1	1.3
ABHD5-PLIN5 inh	-16	2	-2	3	-4	14
MC4R antagonist	·	9	3	-3	5	15
ABCB6 inh MLPCN	106	98	101	108	95	99
Glyco luc inh	7	-1	3	1	1	-1
hiPSC survival	-1.4	0.8	-3.4	-0.1	0.4	0.4
MC4R barr agon	·	-1.1	-1.1	0.7	-2.7	-1.1

A different layout for part of the listing above:
| No. | smiles | Cardio protect | Exocytosis inh | HTR2A ag | aDG glyco up | ABHD5-PLIN5 inh | MC4R antagonist | ABCB6 inh MLPCN | Glyco luc inh | hiPSC survival | MC4R barr agon |
| --- | --- | --- | --- | --- | --- | --- | --- | --- | --- | --- | --- |
| 14 | COc1ccc(/C=N/NC(=O)CSCc2ccc([N+](=O)[O-])cc2)cc1OC | 4 | 2 | -2 | -0.3 | 2 | 9 | 98 | -1 | 0.8 | -1.1 |
| 15 | CCN1CCN(CC(O)COCc2cc(OC)c(OC)c(OC)c2)CC1 (stereo not drawn) | 0 | 1 | -1 | -0.2 | -2 | 3 | 101 | 3 | -3.4 | -1.1 |

(continued)
#19 CCOC(=O)C1=Nc2ccccc2C1=[N+]=[N-]
#20 CCOc1ccc2nc(NC(=O)CSc3nc4ccccc4c(=O)n3Cc3ccco3)sc2c1
#21 CC(C)CCNC(=O)CCCC1=NS(=O)(=O)c2ccccc2N1
#22 COc1ccc(C(C)=O)cc1CSc1nc2cc(C(=O)O)ccc2c(=O)n1Cc1ccccc1
#23 O=c1[nH]cnc2scc(C3COc4ccccc4O3)c12 (stereo not drawn)

compound no.	19	20	21	22	23
Cardio protect	72*	-5	2	-2	1
Exocytosis inh	2	0	1	12	-1
HTR2A ag	-3	12	3	0	3
aDG glyco up	1.1	-0.2	-0.1	0.3	0.1
ABHD5-PLIN5 inh	14	5	2	4	0
MC4R antagonist	4	0	13	11	6
ABCB6 inh MLPCN	91	95	103	104	113
Glyco luc inh	-9	-6	5	3	0
hiPSC survival	-1.1	-0.9	3.1	8.1	-1.9
MC4R barr agon	-0.2	0.3	1.0	-2.1	1.7
